VEEV TC-83 Vero – inhibitors of VEEV TC-83 cytopathic effect, confirmation, Vero cells (AID 588727). Vero cells, VEEV TC-83 cytopathic effect inhibition; higher % means a stronger effect. inhibition, % at 20 µM, or IC50 in µM where a hit was titrated. 350,000 tested, 0.13% active; in the data active = a potency from the dose series; inconclusive = inhibition mostly from about 14% at the one dose, without a potency; inactive = the rest, 99 in 100 with inhibition below about 12%; also: strong numbers were not always called active
H1N1 NS1A inhibition – H1N1 influenza NS1A inhibitors, functional cell based assay (AID 504329). NS1A functional cell-based assay, percent inhibition; higher % means a stronger effect. one-dose inhibition, % at 12.5 µM; IC50 in µM for titrated hits. 340,000 tested, 0.3% active; in the data active = a potency from the dose series; inconclusive = inhibition above about 27% without an active follow-up result; also: strong numbers were not always called active
H37Rv inhibition – M. tuberculosis growth inhibition, HTS (AID 449762). inhibition, % at 25 µM; hits with a dose series show IC50 in µM. 330,000 tested, 0.59% active. M. tuberculosis H37Rv growth inhibition, 7H9 media; higher % means a stronger effect; in the data active = a potency from the dose series; inconclusive = inhibition above about 70% without an active follow-up result;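 also: bacterial growth assessed after seven days of incubation; strong numbers were not always called active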
PhoP GFP inhibition – PhoP regulon inhibitors, Salmonella typhi PhoP promoter GFP reporter, confirmatory (AID 1850); Salmonella Typhi PhoP-promoter GFP reporter, fluorescence, 4 h; higher % means a stronger effect; inhibition, % at 50 µM; hits with a dose series show IC50 in µM; 310,000 tested, 0.33% active; in the data active = a potency from the dose series; inconclusive = inhibition mostly from about 25% at the one dose, without a potency; inactive = the rest, 99 in 100 with inhibition below about 19%;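 also: 0% = induced wells with vehicle and 100% = uninduced wells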
tuberculosis growth – growth inhibition of non-replicating M. tuberculosis (AID 488890); Mycobacterium tuberculosis non-replicating, growth inhibition; higher % means a stronger effect; one-dose inhibition, % at 25 µM; IC50 in µM for titrated hits; 320,000 tested, 0.39% active; in the data active = a potency from the dose series; inconclusive = inhibition mostly from about 82% at the one dose, without a potency; inactive = the rest, 99 in 100 with inhibition below about 76%;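 also: plate controls were DMSO cells for no effect and high antibiotic wells for full effect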
VEEV TC-83 Vero 10K pilot screen – further read-out of VEEV TC-83 Vero, marked with its call; inhibition, %; measured here: 10K pilot screen inhibition
The depositor's hits bear a star; i = inactive; u = inconclusive; x = not tested or not shown. Rows were taken by chance; about 1.4% have a hit in one of these screens.

SMILES	VEEV TC-83 Vero	H1N1 NS1A inhibition	H37Rv inhibition	PhoP GFP inhibition	tuberculosis growth	others
O=C(O)CCC(=O)NNC(=O)c1cccc(Br)c1	1.1%	26.9%	-4.4%	-5.9%	-8.6%
COCCNC(=O)C(=O)N/N=C(\C)CC(=O)Nc1cccnc1	0.9%	-4.0%	-3.4%	4.3%	-2.1%
CCc1ccc(N2C(=O)NC(=O)/C(=C\C=C\c3ccco3)C2=O)cc1	37.4%	-4.0%	u	4.0%	i
COC(=O)c1sccc1Oc1ccc(Cl)cc1N1C(=O)CCC1=O	i	7.8%	-8.9%	5.8%	-12.1%
COc1ccc(-n2ncc3c(SCC(=O)N4CCN(c5ccccc5OC)CC4)ncnc32)cc1	7.8%	0.5%	u	8.7%	22.2%
O=C(N[C@@H](Cc1ccccc1)C(=O)OCc1ccccc1)c1nc[nH]c1C(=O)N1CCc2ccccc2C1	0.9%	-2.5%	9.2%	-19.7%	46.8%
CC(C)(C)C(=O)Nc1cccc(-c2ccc[nH]2)n1	0.5%	-21.1%	x	x	x
COc1ccc(C(=O)NCCS(=O)(=O)N(C)Cc2ccccc2)cc1	3.8%	-3.5%	-0.2%	14.4%	2.3%
COc1ccccc1CN1CCN(Cc2nc(-c3ccccc3)no2)CC1	i	-8.4%	-0.7%	-3.7%	9.7%
CS(=O)(=O)N(CC(=O)N1CCOCC1)c1cc(C(F)(F)F)ccc1Cl	i	-4.0%	6.6%	-8.8%	x
Nc1ccccc1C(=O)OCC(=O)Nc1ccc(Br)cc1F	1.0%	-8.4%	x	-7.1%	x
CCN(CC)c1ccc(/C=C2\NC(=O)NC2=O)cc1	1.4%	-6.2%	2.3%	-7.1%	-3.2%
CN(CC(=O)Nc1ccccc1C(F)(F)F)C(=O)CSc1nnnn1C	0.4%	-1.0%	-5.2%	2.6%	-5.0%
Oc1ccc(-c2csc(-c3ccccc3)n2)cc1O	i	11.3%	u	-7.3%	73.4%
COc1ccccc1C(=O)Nc1ccc(C(=O)/C=C/c2cccs2)cc1	0.5%	13.7%	8.2%	5.3%	62.7%
Cc1cccc(NC(=O)C2Cc3ccccc3CN2C(=O)OCc2ccccc2)c1C (stereo not given)	7.2%	-2.5%	57.9%	-1.2%	21.2%
COc1ccc(-c2nnn(CC#N)n2)cc1OC	0.1%	-7.6%	9.8%	-7.4%	-9.1%
Cc1ccc(Cc2nc(-c3cccc(C)c3)no2)cc1	1.7%	-16.2%	-0.8%	19.7%	39.9%
CC(C)Oc1ccccc1-c1cc(C(=O)N/N=C/c2cccnc2)c2ccccc2n1	21.5%	-14.4%	-9.0%	-15.1%	15.8%
N#CC(=NCc1cccnc1)C1=C(O)c2ccccc2C1=O	i	-1.1%	12.3%	4.8%	x
CCN(CCn1cccn1)C(=O)c1cc(COc2cc(C)ccc2C)on1	2.1%	-2.5%	6.9%	2.0%	27.1%
O=C(NNC(=O)C12CC3CC(CC(C3)C1)C2)c1cnccn1	i	-3.4%	-6.9%	-4.4%	i
CCCCNC(=S)NNC(=O)c1cc(-c2cccnc2)nc2ccccc12	10.2%	-5.9%	-2.1%	-2.4%	2.9%
Cc1onc(-c2ccccc2)c1C(=O)Nc1sc2c(c1C#N)CCC(C)C2 (stereo not given)	1.4%	-4.9%	-0.8%	-10.3%	-1.2%
O=C1CNC(=S)N1CCc1ccc(O)c(O)c1	i	x	2.5%	1.1%	-5.3%

Remaining list, next part
SMILES	VEEV TC-83 Vero	H1N1 NS1A inhibition	H37Rv inhibition	PhoP GFP inhibition	tuberculosis growth	others
Cc1cc(C(=O)COC(=O)c2ccc[nH]c2=O)c(C)n1-c1ccc(F)cc1	i	5.9%	-15.7%	-5.6%	11.6%
Clc1ccc(-c2cc(-c3nnc4n3CCCCC4)c3ccccc3n2)cc1	6.2%	0.5%	u	-0.9%	5.2%
CNc1cc(N2CCCC2)ccc1[N+](=O)[O-]	1.3%	-2.2%	5.5%	-9.0%	26.7%
CC(C(=O)Nc1cccc([N+](=O)[O-])c1)N1CCN(C/C=C/c2ccccc2)CC1 (stereo not given)	i	14.7%	4.5%	-21.1%	37.2%
CCCn1c(=S)[nH]c2cc(Cl)ccc21	0.1%	-10.9%	2.8%	-11.0%	9.9%
CSc1nc(C)cc(-n2ccc(=O)[nH]c2=O)n1	3.9%	-28.3%	-4.9%	-7.0%	-0.6%
Cc1nnc(NC(=O)c2cc(-c3ccco3)nc3ccccc23)s1	7.9%	-4.8%	18.4%	7.1%	23.9%
O=C(c1ccccc1)N1CCN(S(=O)(=O)c2ccccc2)CC1	1.8%	-12.1%	-0.8%	3.7%	0.1%
COc1cc(C2c3sc(=O)[nH]c3SC3C(=O)N(c4ccc(Br)cc4)C(=O)C32)ccc1O (stereo not given)	0.1%	11.8%	3.4%	-0.2%	1.7%
Cc1cc2oc(=O)cc(CN3CCN(Cc4ccc5c(c4)OCO5)CC3)c2cc1C	i	23.7%	u	-5.4%	12.3%
O=[N+]([O-])c1ccc2c(c1)nc1n2CCN(CC2CCCO2)C1 (stereo not given)	1.7%	0.5%	-7.1%	4.6%	14.3%
CSc1ccc(CCNC(=O)CCc2nnc3ccc(NCCCN4CCCC4=O)nn23)cc1	0.4%	5.9%	1.2%	1.7%	21.2%
COCCCNC(=O)N1c2ccccc2Sc2ccccc21	i	-2.5%	5.8%	-6.2%	4.4%
COc1ccc(C2(c3ccc(OC)cc3)NC(=O)N(CC(=O)Nc3ccccc3C(F)(F)F)C2=O)cc1	8.4%	-8.5%	u	-11.2%	19.8%
C=CCN1C(=O)/C(=C2/Sc3ccc(OC)cc3N2C)SC1=Nc1ccccc1	1.0%	-3.7%	-2.6%	3.5%	4.3%
O=C(c1ccc(NC2=NC3CS(=O)(=O)CC3S2)cc1)N1CCN(Cc2ccccc2)CC1 (stereo not given)	8.4%	-12.7%	1.0%	4.0%	12.4%
O=C(O)c1ccccc1C(=O)Nc1ccc(Oc2cccc(C(F)(F)F)c2)nc1	0.1%	-0.3%	7.4%	6.4%	2.1%
OC(CNC1Cc2ccccc2C1)COc1ccc(F)cc1 (stereo not given)	i	13.5%	9.2%	2.0%	-2.6%
CS(=O)(=O)N(CC(=O)Nc1ccc2c(c1)OCO2)c1ccccc1	1.6%	0.5%	8.1%	1.4%	-1.1%
COc1ccc(Cc2nc3ccc(C(=O)NCc4ncc(C)[nH]4)cc3o2)cc1OC	2.6%	-5.4%	0.2%	-35.2%	6.7%
O=C(CCn1c(=O)oc2ccccc21)N(Cc1ccccc1)c1ccccc1	8.0%	24.6%	-1.7%	-3.9%	15.5%	VEEV TC-83 Vero 10K pilot screen=5.4
Cc1cc(S(=O)(=O)Nc2ccc(C(=O)NCC(c3ccco3)N(C)C)cc2)ccc1F (stereo not given)	6.6%	-6.5%	-9.3%	5.9%	-1.3%
O=C(Nc1ccccn1)c1cc(-c2cccnc2)nc2ccc(Br)cc12	0.3%	-4.6%	12.1%	-7.0%	-10.8%
O=C(NC(NC(=S)Nc1ccccc1C(=O)O)C(Cl)(Cl)Cl)c1ccco1 (stereo not given)	0.7%	0.2%	-7.5%	-2.2%	64.4%
CCc1cccc2c(C#N)cn(CC(=O)N3CCOCC3)c12	i	2.8%	-8.7%	-4.0%	x

The results go on.
SMILES	VEEV TC-83 Vero	H1N1 NS1A inhibition	H37Rv inhibition	PhoP GFP inhibition	tuberculosis growth	others
Cc1ccc(CN2C(=O)C3CCCN3c3ccc(S(=O)(=O)N4CCOCC4)cc32)cc1 (stereo not given)	x	x	x	-10.6%	25.3%
Cn1cnnc1SCC(=O)N1CCN(C(=O)c2ccco2)CC1	0.2%	10.3%	-12.4%	11.6%	8.0%
COc1c2ccoc2nc2c(OC)c(OCC(OC(C)=O)C(C)(C)O)ccc12 (stereo not given)	2.5%	-7.5%	-3.3%	4.1%	-6.1%
CCOc1cc2[nH]c(=O)n(CCCCCC(=O)NC3CCCC3)c(=O)c2cc1OCC	1.3%	-0.3%	-5.2%	-7.0%	10.2%
CC(C)NCC(O)COc1ccc(CCOCC2CC2)cc1 (stereo not given)	0.9%	-8.3%	-4.7%	-2.3%	-7.4%
CCC(NC(=O)c1[nH]c(C)c(C(C)=O)c1C)c1ccc(Br)cc1 (stereo not given)	3.8%	6.4%	-3.2%	-2.1%	37.1%
CCOc1ccc(Br)cc1S(=O)(=O)NC1CC(C)(C)NC(C)(C)C1	0.5%	-6.1%	-3.4%	-3.3%	1.7%
N/C(COc1cc(Cl)cc(Cl)c1)=N\O	i	-0.1%	-0.3%	5.0%	11.0%
CCC(=O)OCCNc1cc(Sc2nc3ccccc3[nH]2)c2nonc2c1[N+](=O)[O-]	i	1.9%	u	17.9%	u
COc1ccc(/C=C/C(=O)OCC(=O)NC2CCCCCC2)cc1OC	0.8%	1.1%	27.1%	x	56.9%
CO/N=C(\C)C(Cc1ccc(Cl)nc1)Cc1ccc(Cl)nc1	0.4%	-8.8%	0.7%	-12.9%	54.3%
COc1ccc(NC(=O)CC2SC(N3CCOCC3)=NC2=O)cc1OC (stereo not given)	2.2%	-6.6%	-7.8%	x	7.0%
O=C(N1CCc2[nH]c3ccccc3c2C1)C(F)(F)F	0.4%	-3.7%	18.2%	-7.0%	-4.0%
Cc1cccc(C(=O)N2CCN(Cc3nc4sc5c(c4c(=O)[nH]3)CCCC5)CC2)c1	0.3%	9.9%	u	15.2%	48.8%
CCCCCCC(=O)Oc1cccc(N2C(=O)C3CCCCC3C2=O)c1 (stereo not given)	1.9%	0.0%	6.5%	-19.0%	9.8%
CN1CCC(N(C)C(=O)c2ccc(Cl)c(S(=O)(=O)N3CCCCC3)c2)CC1	1.0%	-9.3%	-2.8%	x	4.1%
CCOc1c2ccc(C(=O)NCc3ccc4c(c3)OCO4)cc2nn1CCOC	0.0%	2.4%	-1.4%	-6.4%	-2.3%
COc1cccc2cc(C(=O)NCc3ccco3)c(=Nc3ccc(C(=O)O)cc3)oc12	10.3%	2.5%	19.3%	1.2%	23.1%

No new results follow: entries from further up.
SMILES	VEEV TC-83 Vero	H1N1 NS1A inhibition	H37Rv inhibition	PhoP GFP inhibition	tuberculosis growth	others
Cn1cnnc1SCC(=O)N1CCN(C(=O)c2ccco2)CC1	0.2%	10.3%	-12.4%	11.6%	8.0%
COc1c2ccoc2nc2c(OC)c(OCC(OC(C)=O)C(C)(C)O)ccc12 (stereo not given)	2.5%	-7.5%	-3.3%	4.1%	-6.1%
CCOc1cc2[nH]c(=O)n(CCCCCC(=O)NC3CCCC3)c(=O)c2cc1OCC	1.3%	-0.3%	-5.2%	-7.0%	10.2%
CC(C)NCC(O)COc1ccc(CCOCC2CC2)cc1 (stereo not given)	0.9%	-8.3%	-4.7%	-2.3%	-7.4%
CCC(NC(=O)c1[nH]c(C)c(C(C)=O)c1C)c1ccc(Br)cc1 (stereo not given)	3.8%	6.4%	-3.2%	-2.1%	37.1%
CCOc1ccc(Br)cc1S(=O)(=O)NC1CC(C)(C)NC(C)(C)C1	0.5%	-6.1%	-3.4%	-3.3%	1.7%
N/C(COc1cc(Cl)cc(Cl)c1)=N\O	i	-0.1%	-0.3%	5.0%	11.0%
CCC(=O)OCCNc1cc(Sc2nc3ccccc3[nH]2)c2nonc2c1[N+](=O)[O-]	i	1.9%	u	17.9%	u
COc1ccc(/C=C/C(=O)OCC(=O)NC2CCCCCC2)cc1OC	0.8%	1.1%	27.1%	x	56.9%
CO/N=C(\C)C(Cc1ccc(Cl)nc1)Cc1ccc(Cl)nc1	0.4%	-8.8%	0.7%	-12.9%	54.3%
COc1ccc(NC(=O)CC2SC(N3CCOCC3)=NC2=O)cc1OC (stereo not given)	2.2%	-6.6%	-7.8%	x	7.0%
O=C(N1CCc2[nH]c3ccccc3c2C1)C(F)(F)F	0.4%	-3.7%	18.2%	-7.0%	-4.0%
Cc1cccc(C(=O)N2CCN(Cc3nc4sc5c(c4c(=O)[nH]3)CCCC5)CC2)c1	0.3%	9.9%	u	15.2%	48.8%
CCCCCCC(=O)Oc1cccc(N2C(=O)C3CCCCC3C2=O)c1 (stereo not given)	1.9%	0.0%	6.5%	-19.0%	9.8%
CN1CCC(N(C)C(=O)c2ccc(Cl)c(S(=O)(=O)N3CCCCC3)c2)CC1	1.0%	-9.3%	-2.8%	x	4.1%
CCOc1c2ccc(C(=O)NCc3ccc4c(c3)OCO4)cc2nn1CCOC	0.0%	2.4%	-1.4%	-6.4%	-2.3%
COc1cccc2cc(C(=O)NCc3ccco3)c(=Nc3ccc(C(=O)O)cc3)oc12	10.3%	2.5%	19.3%	1.2%	23.1%

Bioassay records from PubChem BioAssay.
